# zVAD death inh: inhibitors of zVAD-triggered necroptosis, primary screen, L929 cells | AID 1377, 2008 | L929 zVAD necroptosis rescue, ATP luminescence, 24 h; with zVAD 60 µM | 0.38% of 220,000 active | viability rescue, % at 10 µM;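 active means activation, scaled between plate controls, above about 75%, limit read from the data; inactive means activation under that limit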;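 further: 0% = zVAD with DMSO and 100% = DMSO alone without zVAD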
# Rad51 HR inh: human RAD51 strand exchange inhibitors, primary screen, biochemical, fluorescence. DNA repair protein RAD51 homolog 1 (Homo sapiens), Q06609. hRad51 DNA strand exchange, fluorescence dequenching. inhibition, % at 10 µM. 0.085% of 200,000 active. AID 1385, 2008;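 active means inhibition above 40% at the single screening dose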;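 further: 0% = DMSO control wells and 100% = blanks with heterologous ssDNA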
#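 Assay system: Human Rad51 nucleoprotein filaments preassembled on unlabelled ssDNA | Reagent: Donor/quencher-labelled 47-bp dsDNA substrate | Doses: One concentration, 10 µM final | Times: 37 °C 15-min filament assembly, 30-min compound preincubation, 15-min exchange | Technique: Fluorescein emission 520 nm, excitation 485 nm | Benchmarks: Plate control and blank wells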
# 14-3-3 Bad inh: inhibitors of 14-3-3 zeta/Bad binding, primary screen, biochemical, TR-FRET, bovine 14-3-3 zeta | inhibition, % at 21.7 µM | TR-FRET 14-3-3zeta/Dy647-pBad peptide displacement, 1 h | 0.71% of 220,000 active;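 active means inhibition above about 70%, limit read from the data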;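 further: 0% = full 14-3-3 plus peptide FRET controls and 100% = background without 14-3-3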
# Target sequence (P63103 whole entry, looked up): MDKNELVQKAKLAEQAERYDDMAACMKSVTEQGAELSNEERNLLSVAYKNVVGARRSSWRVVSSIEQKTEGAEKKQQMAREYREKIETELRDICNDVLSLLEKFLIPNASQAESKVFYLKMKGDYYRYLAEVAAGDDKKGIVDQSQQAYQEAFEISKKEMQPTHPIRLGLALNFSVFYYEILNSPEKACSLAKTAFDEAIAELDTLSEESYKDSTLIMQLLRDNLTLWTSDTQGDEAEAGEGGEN
# EP2 modulator: EP2 receptor modulators, cAMP readout, primary screen, cell-based, HTRF cAMP, PGE2 stimulation | Prostaglandin E2 receptor EP2 subtype (Homo sapiens), P43116 | EP2-expressing cells, cAMP HTRF FRET, PGE2 co-stimulation | induction, % at 25 µM | 0.83% of 260,000 active;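 active means compounds whose cAMP rise, as percent of the full-agonist control response, exceeds 60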;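 further: rat C6 glioma line stably carrying human EP2 under a CMV promoter; the protocol text gives 20 µM as final concentration; 100% = response of wells given 1 µM PGE2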
# TbHK1 inh: Trypanosoma brucei hexokinase 1 inhibitors, primary screen, biochemical, G6PDH-coupled NADH absorbance, MLSCN library | hexokinase 1 [Trypanosoma brucei] | 0.11% of 220,000 active | inhibition, % at 10 µM | recombinant TbHK1, G6PDH-coupled NADH A340 | AID 1430, 2008;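 active means inhibition of 50% or more in the single-dose primary screen; inactive means inhibition below 50%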
# Calpain2 inh: inhibitors of pig calpain II, primary screen, biochemical, fluorogenic peptide substrate, 1536-well; purified calpain II, 30 min; 0.37% of 220,000 active; AID 1236, 2008; inhibition, % at 16 µM;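 active means inhibition above about 50%, limit read from the data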
# EP2 antag: human EP2 receptor antagonists, primary screen, TR-FRET cAMP, C6 glioma cells | Prostaglandin E2 receptor EP2 subtype (Homo sapiens), P43116 | C6 glioma cells expressing human EP2; cells stimulated with saturating PGE2 | inhibition, % at 25 µM | 0.52% of 260,000 active;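 active means percent inhibition above 40 after rounding to a whole number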;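 further: rat C6 glioma host cells with rolipram phosphodiesterase inhibitor present; the protocol text gives 20 µM as final concentration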
# eIF4E 4G PPI: eIF4E–eIF4G protein interaction inhibitors, primary screen, biochemical, uHTS, TR-FRET, eIF4GI fragment; Eukaryotic translation initiation factor 4E (Mus musculus) + Eukaryotic translation …; TR-FRET eIF4E-eIF4GI(517-606) binding, 2 h; inhibition, % at 21.7 µM; 0.37% of 220,000 active;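 active means inhibition above about 30%, limit read from the data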;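 further: 0% = full FRET control wells and 100% = background wells lacking eIF4GI fragment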
# Hck Nef HTS: inhibitors of Nef-activated human Hck kinase, primary screen, biochemical, Z-Lyte FRET, 384-well, Hck-YEEI; Tyrosine-protein kinase HCK (Homo sapiens), P08631; Recombinant Hck-YEEI plus Nef, Z-Lyte FRET kinase assay; inhibition, % at 20 µM; 0.68% of 220,000 active;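 active means Hck-Nef kinase inhibition above about 50%, limit read from the data; inactive means inhibition below that limit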;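 further: 0% = DMSO with Hck plus Nef and 100% = Hck alone without Nef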
# Target sequence (P08631 whole entry, looked up): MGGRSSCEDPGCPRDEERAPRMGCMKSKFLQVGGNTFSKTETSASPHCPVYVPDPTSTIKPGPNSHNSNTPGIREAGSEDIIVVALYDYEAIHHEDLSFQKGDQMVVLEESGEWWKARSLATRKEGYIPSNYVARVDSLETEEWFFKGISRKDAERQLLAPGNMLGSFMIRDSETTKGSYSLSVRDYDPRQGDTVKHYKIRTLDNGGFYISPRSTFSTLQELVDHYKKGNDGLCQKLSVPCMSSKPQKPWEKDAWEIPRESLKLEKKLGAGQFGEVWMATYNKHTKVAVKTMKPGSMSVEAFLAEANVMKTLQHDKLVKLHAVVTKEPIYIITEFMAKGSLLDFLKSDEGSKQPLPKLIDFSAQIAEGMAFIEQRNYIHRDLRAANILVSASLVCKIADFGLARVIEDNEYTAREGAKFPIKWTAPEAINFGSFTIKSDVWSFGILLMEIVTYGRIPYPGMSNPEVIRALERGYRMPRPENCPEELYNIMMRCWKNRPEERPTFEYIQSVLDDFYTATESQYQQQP
# An asterisk follows results filed as active; nt = no result given; & = joins results of further samples; ! = a repeat was not active; [ ] = another dose, or the depositor's remark. Only part of the results is shown. The share of hits here may be higher or lower than overall.
SMILES,zVAD death inh,Rad51 HR inh,14-3-3 Bad inh,EP2 modulator,TbHK1 inh,Calpain2 inh,EP2 antag,eIF4E 4G PPI,Hck Nef HTS
CCOC(=O)c1c(NC(=O)CC2SC(N)=NC2=O)sc2c1CCC(C)C2 (stereo not drawn),-0.3,-2,-23,68*!,13,-40,12&11,1,6
CCCCNC(=O)c1[nH]c(C)c(C(C)=O)c1C,2.7,-5,-19,13,-3,-14,5,1,24
CCOc1ccc(C2CC(c3ccc(CC)cc3)Nc3nc(N)nn32)cc1 (stereo not drawn),0.6,0,7,7,2,-22,3,-3,-8
COCCNC(=O)C1CC2Cn3c(nc4cc5ccccc5cc43)C2N1C (stereo not drawn),-0.7,-3,0,-5,-11,-6,11,3,29
NC1=NC2CS(=O)(=O)CC2S1 (stereo not drawn),0.1,5,6,17,-10,-5,16,2[fluorescence artefact?],2
O=C(CCc1nc2ccccc2c(=O)[nH]1)NC1CCN(Cc2ccccc2)CC1,0.5,3,-10,-8,4,6,6,1[fluorescence artefact?],-5
O=C(NC(=S)Nc1ncccn1)c1ccc(Cl)cc1Cl,3.0,10,-18,15,-2,-33,7,-3,22
Cc1ccc(C(C(=O)NCC2CCCO2)N(Cc2ccccc2F)C(=O)Cn2nnc(-c3cccs3)n2)cc1 (stereo not drawn),-1.0,2,12,15,-8,7,2,2,1
O=C(Cn1nnc(-c2ccc(F)cc2)n1)Nc1ccc2c(c1)OCCO2,2.9,5,-8,-45&-8,1,-29,5&0,-1,20
Cc1cc(=O)n2nc(-c3ccc(C(F)(F)F)cc3)sc2n1,-0.2,-10,6,0,-10,-50,11,-2,-1
O=[N+]([O-])c1ccccc1NC(=S)N/N=C/c1ccc(O)c(O)c1,46,nt,-10,-37,-29,10,10,-6,87*
Cc1cc(C)c(-c2c(O)c3cccc4c3n(c2=O)CCC4)c(C)c1,-0.4,1,9,32,3,-37,10,2,0
O=C1C2C3C=CC(C3)C2C(=O)N1c1ccccc1 (stereo not drawn),0.0,1,-13[fluorescence artefact?],23,5,-23,3,-2[fluorescence artefact?],0
CN1CCC(NC(=S)NC2CC2)CC1,0.9,19,10,-12,-7,-18,5,2,4
O=C(CCc1c[nH]c2ccccc12)N/N=C/c1ccc2c(c1)OCO2,1.3,26,-19,-44,0,0,8,1,18
CCOC(=O)c1c(NC(=O)CSc2nnc(C)s2)sc2c1CCC(C)C2 (stereo not drawn),-0.3,7,-7[fluorescence artefact?],53,-15,4,7,0[fluorescence artefact?],7
COc1nc2ccc(C)cc2cc1-c1noc(-c2ccccc2)n1,0.8,-1,3,21,-3,-54,7,0[fluorescence artefact?],1
CCCC(C)NC(=O)c1ccc(OCc2ccc(Cl)cc2)c(OC)c1 (stereo not drawn),43,13,-4[fluorescence artefact?],-5,-4,14,9,3[fluorescence artefact?],4
CSc1nc2[nH]c3c(c2c2ncnn12)CCCC3,5.1,14,-2,-4,-23,-66,10,-14,-1
O=C(Cn1ncn2cccc2c1=O)N1CCCCC1,-0.2,-7,8,26,1,4,10,4,-1
FC(F)(F)c1cc(Oc2ccccc2)nc(-c2ccccn2)n1,-0.5,-5,-9,8,1,5,9,4,-1
S=c1[nH]nc(-c2ccc(Cl)cc2)n1/N=C/C=C/c1ccco1,0.5,nt,-10,-20,-64,-18,5,0,15
CCOCCCNC(=O)CCC(=O)NNc1nc2ccccc2c2nc(-c3ccccc3)nn12,4.0,14,-9[fluorescence artefact?],0,-5,-24,19,0[fluorescence artefact?],1
CCOCCCNC(=O)c1cc2c(-c3ccc(Cl)cc3)nn(C)c2s1,1.6,-9,4,-11,-20,-222,26,3,0
O=C(NCc1cccnc1)c1ccc2c(=O)n(CCCN3CCCC3=O)c(=S)[nH]c2c1,2.9,2,2,28,-4,84*,3,-2,0

# Structures from the list above that have a halogen (8):
SMILES,zVAD death inh,Rad51 HR inh,14-3-3 Bad inh,EP2 modulator,TbHK1 inh,Calpain2 inh,EP2 antag,eIF4E 4G PPI,Hck Nef HTS
O=C(NC(=S)Nc1ncccn1)c1ccc(Cl)cc1Cl,3.0,10,-18,15,-2,-33,7,-3,22
Cc1ccc(C(C(=O)NCC2CCCO2)N(Cc2ccccc2F)C(=O)Cn2nnc(-c3cccs3)n2)cc1 (stereo not drawn),-1.0,2,12,15,-8,7,2,2,1
O=C(Cn1nnc(-c2ccc(F)cc2)n1)Nc1ccc2c(c1)OCCO2,2.9,5,-8,-45&-8,1,-29,5&0,-1,20
Cc1cc(=O)n2nc(-c3ccc(C(F)(F)F)cc3)sc2n1,-0.2,-10,6,0,-10,-50,11,-2,-1
CCCC(C)NC(=O)c1ccc(OCc2ccc(Cl)cc2)c(OC)c1 (stereo not drawn),43,13,-4[fluorescence artefact?],-5,-4,14,9,3[fluorescence artefact?],4
FC(F)(F)c1cc(Oc2ccccc2)nc(-c2ccccn2)n1,-0.5,-5,-9,8,1,5,9,4,-1
S=c1[nH]nc(-c2ccc(Cl)cc2)n1/N=C/C=C/c1ccco1,0.5,nt,-10,-20,-64,-18,5,0,15
CCOCCCNC(=O)c1cc2c(-c3ccc(Cl)cc3)nn(C)c2s1,1.6,-9,4,-11,-20,-222,26,3,0

# Remaining list, next part
SMILES,zVAD death inh,Rad51 HR inh,14-3-3 Bad inh,EP2 modulator,TbHK1 inh,Calpain2 inh,EP2 antag,eIF4E 4G PPI,Hck Nef HTS
Cc1ccc(NC(=S)NNC(=O)c2ccc(N3CCOCC3)c([N+](=O)[O-])c2)cc1Cl,1.4,4,-14[fluorescence artefact?],-29,44,-64,15,3,5
CC(=O)c1oc2ccccc2c1N,0.0,2,20[fluorescence artefact?],-23,-18,34,16,6,2
NC(=O)c1ccc(NC(=O)C2CC2)cc1,0.7,4,-8,9,6,12,11,-1,10
CC(Sc1ccc(Cl)cc1)C(=O)Nc1ccc2c(c1)OCO2 (stereo not drawn),0.6,2,-4[fluorescence artefact?],-33,0,-1,18,1,8
CCN1CCN(C(=S)NC(CC(=O)c2ccccc2)c2ccccc2)CC1 (stereo not drawn),-0.6,-11,2,-16,-3,3,12,-3,14
CCOC(=O)C1=C(C)N=c2s/c(=C\c3ccc(OC(C)=O)cc3)c(=O)n2C1/C=C/c1ccccc1 (stereo not drawn),nt,nt,-1[fluorescence artefact?],7,-18,-53,7,6,0
COc1cc(/C=N/Nc2snc(SC)c2C#N)ccc1O,1.2,3,-9[fluorescence artefact?],-60,-16,-40,24,-8[fluorescence artefact?],2
COCCCNC(=O)c1ccc2c(=O)n(CC3CCCO3)c(=S)[nH]c2c1 (stereo not drawn),0.0,0,-19,30,-7,6,7,6,0
COc1ccc(NS(=O)(=O)c2ccc(/C=C/C(=O)O)cc2)cc1S(=O)(=O)N1CCOCC1,0.3,-1,-2,-28,-4,15,5,-3,8
COc1cc(CN(C(=S)NCC(=O)N2CCCC2)C2CCCC2)cc(OC)c1OC,0.1,4,-5,11,-3,24,4,-2,20
CN(C)S(=O)(=O)c1ccc(Cl)c(NC(=O)COC(=O)[C@@H]2CCCN2C(=O)c2cccs2)c1,1.0,17,-6,-1,-1,38,9,0,22
CCOC(=O)c1cc2cc(CC(=O)c3ccc(OCC)cc3O)ccc2o1,0.8,-2,-13,7,-12,-20,14,9,5
O=C(COc1ccccc1[N+](=O)[O-])c1ccccc1,21,-8,-3,-40,-1,8,5,1,24
CC(=O)c1cnc2n(c1=O)CCS2,1.7,-4,14,-8,-23,1,3,13,21
Cc1cc2c(c(=O)n1C1CC1)C(c1cccc(Cl)c1)C(C#N)=C(N)O2 (stereo not drawn),-1.3,11,-8[fluorescence artefact?],-1,-5,-1,6,1[fluorescence artefact?],0
CCc1ccc(NC(=O)C(=O)c2cn(CC(=O)N3CCCCC3)c3ccccc23)cc1,0.1,-6,-12,31,-6,7,9,8,6
CC(=O)NS(=O)(=O)c1ccc(NC(=O)c2cc(-c3ccc(C)cc3)nc3ccccc23)cc1,0.8,-3,-7,11,-12,-13,3,-2,1
COC(=O)CSc1nnc(-c2cccnc2)n1-c1cc(OC)cc(OC)c1,-0.2,-1,0,14,2,-5,-6,4,0
O=C(NCCCO)c1nnc(Cc2c(F)cccc2Cl)o1,-1.0,-6,3,25,4,6,12,1,-17
O=C(CSc1nccn1-c1ccc(Cl)cc1)Nc1ccc2c(c1)OCO2,0.6,-7,4,-10,3,-13,13,-4,-1
O/N=C1/C2C3C(Br)C4C5CC(C1C53)C24 (stereo not drawn),0.3,nt,-5,8,-2,6,6,1,5
CCOC(=O)C1CCN(C(=O)CSc2nccc(C)n2)CC1,-0.6,33,-1,-4,6,-6,2,0,-10
CC(=O)Nc1nonc1-c1nc2ccccc2n1Cc1ccccn1,0.5,-4,9,4,1,-29,11,8,5
Cc1ccc(NC(=O)c2sc(Cl)nc2C)c(C)c1,0.1,7,-4,9,10,-7,7,14,5
Cc1ccc2nc(SCC(=O)NCc3cccs3)[nH]c2c1,-0.9,-3,7,-5,10,16,3,1,-27
O=C(CCl)N1N=C(c2ccco2)CC1c1cccs1 (stereo not drawn),2.0,-5,6,-9,1,-18,7,-4,3
CC(C)NC(=O)c1ccccc1NC(=O)Cc1ccc(Br)cc1,1.1,12,0,-8,0,11,9,3,-5
C=C(C)Cc1c(C)c(C#N)c2nc3ccccc3n2c1N1CCCCC1,0.0,-5,12,53,-12,-141,4,-1,1
Cc1ccc[n+](CC(=O)Nc2c(Cl)cc(Cl)cc2Cl)c1,2.2,15,-10,38,-4,-33,3,4,18
O=C(COC(=O)c1n[nH]c2ccccc12)NC(=O)NC1CCCCC1,35,8,-2[fluorescence artefact?],-23,-7,19,16,-11,-3

# Limited to TbHK1 inh and zVAD death inh (4 entries from above):
canonical_smiles,TbHK1 inh,zVAD death inh
NC(=O)c1ccc(NC(=O)C2CC2)cc1,6,0.7
O=C(CCl)N1N=C(c2ccco2)CC1c1cccs1 (stereo not drawn),1,2.0
CCN1CCN(C(=S)NC(CC(=O)c2ccccc2)c2ccccc2)CC1 (stereo not drawn),-3,-0.6
CC(Sc1ccc(Cl)cc1)C(=O)Nc1ccc2c(c1)OCO2 (stereo not drawn),0,0.6

# Screens: PubChem BioAssay, several laboratories
